M5 ag – human M5 muscarinic receptor agonists, primary screen, CHO-K1 cells, Fluo-8 calcium fluorescence; Muscarinic acetylcholine receptor M5 (Homo sapiens), P08912; CHO-K1 hM5 cells; 0% DMSO wells, 100% maximal acetylcholine response; activation, % at 3 µM; hit rate 0.19% among 360,000; AID 624037, 2012;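 active = activation above the run's mean over test compounds plus 3 SD, cut at about 23% in these data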;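 also: signal is peak over basal fluorescence ratio across the kinetic read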
Target sequence (P08912 whole entry, looked up): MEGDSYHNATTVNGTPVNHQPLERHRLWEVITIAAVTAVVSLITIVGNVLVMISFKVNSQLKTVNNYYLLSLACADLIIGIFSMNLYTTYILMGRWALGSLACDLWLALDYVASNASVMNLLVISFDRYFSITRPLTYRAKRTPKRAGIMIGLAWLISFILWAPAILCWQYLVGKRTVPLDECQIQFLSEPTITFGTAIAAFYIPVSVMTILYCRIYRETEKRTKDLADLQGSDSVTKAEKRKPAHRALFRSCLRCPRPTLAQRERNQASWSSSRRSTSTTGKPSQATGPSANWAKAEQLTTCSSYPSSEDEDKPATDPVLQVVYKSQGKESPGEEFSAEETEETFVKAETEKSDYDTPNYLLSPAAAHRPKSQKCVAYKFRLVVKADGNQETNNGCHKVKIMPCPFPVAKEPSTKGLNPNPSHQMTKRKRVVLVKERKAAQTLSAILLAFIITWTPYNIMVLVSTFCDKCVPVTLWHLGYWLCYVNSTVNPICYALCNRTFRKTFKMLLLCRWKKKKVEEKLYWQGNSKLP
M1 PAM parental – nonselective calcium activators in parental CHO-K1 cells, primary screen, counter-screen for M1 PAM project, cell-based, Fluo-8 calcium fluorescence, full deck, 1536-well; ATP EC20; 0% at ATP EC20, 100% at ATP max; activation, % at 3 µM; hit rate 0.02% among 360,000; AID 602247, 2012;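 active = activation above the run cutoff, the mean activation of all test compounds plus 3 SD, cut at about 40% in these data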;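 also: peak over basal fluorescence ratio in a 140 s read after ATP addition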
TAAR1 ag – human TAAR1 agonists, primary screen, Fluo-8 calcium fluorescence, CHO RD-HGA16 cells; vehicle wells 0%, saturating PEA agonist 100%; hit rate 0.99% among 360,000; activation, % at 3 µM;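 active = activation above the mean activation of all test compounds in the run plus 3 SD, cut at about 38% in these data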
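Signal – calcium-sensitive Fluo-8 signal, excitation 470-495, emission 515-575 nm · System – RD-HGA16 (CHO) cells co-expressing Gα16 and hTAAR1 · Incubation – 17-24 h seeding, 75 min 37 °C dye, 30 min RT · Compound dosing – 3 µM single concentration · Repeats – no replicates (n 1)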
CRFBP-R2 block – antagonists of CRF-BP/CRF-R2 complex, primary screen, cell-based, HEK293, calcium dye fluorescence, uHTS; CRF-induced calcium fluorescence; inhibition, % at 11.8 µM; hit rate 0.59% among 350,000;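 active = inhibition of the ligand-induced calcium signal above about 50% at the single tested concentration, limit read from the data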
CRFR2-BP ag – agonists of CRF-BP/CRF-R2 complex, primary screen, cell-based, HEK293, calcium dye fluorescence, uHTS; calcium dye fluorescence (FLIPR); percent of saturating CRF peptide response; activation, % at 13.2 µM; hit rate 0.46% among 350,000;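 active = activation of at least 50%, plus an integration ratio under a set limit after plate pattern correction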;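 also: plate controls were neutral control wells without compound for no effect and CRF at EC100 for full effect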
M5 PAM – human M5 muscarinic receptor positive allosteric modulators, primary screen, CHO-K1 cells, Fluo-8 calcium fluorescence; Muscarinic acetylcholine receptor M5 (Homo sapiens), P08912; AID 624038, 2012; activation, % at 3 µM; hit rate 0.3% among 360,000; CHO-K1 hM5, ACh EC20 PAM; 0% = ACh EC20, 100% = ACh EC100;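 active = activation above the run cutoff, the mean activation of all test compounds plus 3 SD, cut at about 18% in these data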
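Assay system: CHO-K1 hM5 cells / Incubation: Fluo-8 loading 80 min at 37 °C plus 30 min room temperature / Technique: Fluo-8 calcium dye fluorescence, kinetic read / Repeats: single replicate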
CHRM4 PAM – human M4 muscarinic receptor positive allosteric modulators, primary screen, CHO-K1 cells, Fluo-8 calcium fluorescence; CHO-K1 hM4/Gqi5, ACh EC20; 0% = ACh EC20, 100% = maximal ACh; activation, % at 3 µM; hit rate 0.4% among 360,000; AID 624126, 2012;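 active = activation above its plate's cutoff, the mean activation of sample wells plus 3 SD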; also: some results filed as inactive read as strong as hits
Target sequence (P08173 whole entry, looked up): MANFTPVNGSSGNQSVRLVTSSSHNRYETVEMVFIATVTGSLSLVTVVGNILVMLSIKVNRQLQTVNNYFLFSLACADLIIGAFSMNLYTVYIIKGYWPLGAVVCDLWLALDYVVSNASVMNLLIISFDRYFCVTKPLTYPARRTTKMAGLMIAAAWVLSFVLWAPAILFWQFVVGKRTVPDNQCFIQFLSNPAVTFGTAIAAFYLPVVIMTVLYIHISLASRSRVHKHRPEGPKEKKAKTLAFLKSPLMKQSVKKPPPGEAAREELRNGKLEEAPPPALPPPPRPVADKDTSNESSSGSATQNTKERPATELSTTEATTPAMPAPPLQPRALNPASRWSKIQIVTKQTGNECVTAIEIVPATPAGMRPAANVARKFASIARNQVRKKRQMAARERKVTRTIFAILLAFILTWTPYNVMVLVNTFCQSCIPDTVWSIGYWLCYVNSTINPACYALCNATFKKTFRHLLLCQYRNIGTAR
TAAR1 antagonist – human TAAR1 antagonists, primary screen, Fluo-8 calcium fluorescence, CHO RD-HGA16 cells. antagonist. Trace amine-associated receptor 1 (Homo sapiens), Q96RJ0. AID 624466, 2012. hit rate 1.5% among 360,000. inhibition, % at 3 µM;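 active = inhibition above a per-plate cutoff, the mean inhibition of test compounds on that plate plus 3 SD, cut at about 49% in these data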;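 also: 0% = DMSO plus EC80 beta-PEA response and 100% = DMSO alone without agonist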
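Test system – hTAAR1-expressing CHO RD-HGA16 cells, Gα16-coupled · Also added – β-PEA at EC80 concentration, post-compound challenge · Compound – 3 µM, single point · Incubation – dye loading 75 min at 37 °C, then 30 min room temperature · Measured by – Fluo-8 intracellular calcium dye fluorescence, real-time kinetic reads · Benchmarks – vehicle and agonist controls · Replicates – singlicate, one well per test compound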
CHRM5 antagonist – human M5 muscarinic receptor antagonists, primary screen, CHO cells, Fluo-8 calcium fluorescence. CHO-hM5 cells, ACh EC80. inhibition, % at 3 µM. hit rate 0.59% among 360,000;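 active = inhibition above a per-plate cutoff, the mean of that plate's test compounds plus 3 SD, cut at about 27% in these data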;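 also: 0% = acetylcholine EC80 with DMSO and 100% = DMSO without agonist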
* = called active by the depositor; / = not tested or not shown.

Preview:
[1] COc1ccc(S(=O)(=O)NCc2ccco2)cc1C(=O)N1CCCCC1
[2] Cn1c(=O)n(CC(=O)N2CCN(c3nnc(-c4ccccc4)c4ccccc34)CC2)c2ccccc21

entry no.,1,2
M5 ag,-3,1
M1 PAM parental,9,-8
TAAR1 ag,5,3
CRFBP-R2 block,17,-14
CRFR2-BP ag,-0.2,-0.4
M5 PAM,-4,-3
CHRM4 PAM,1,6
TAAR1 antagonist,-5,7
CHRM5 antagonist,7,-3

The listing, from the first entry:
[1] COc1ccc(S(=O)(=O)NCc2ccco2)cc1C(=O)N1CCCCC1
[2] Cn1c(=O)n(CC(=O)N2CCN(c3nnc(-c4ccccc4)c4ccccc34)CC2)c2ccccc21
[3] COCCn1c(=O)c2c(nc3n2CCCN3CCc2ccccc2)n(C)c1=O
[4] O=C(CCN1CCCCC1)NNC(=O)C12CC3CC(CC(C3)C1)C2
[5] COc1ccc(-c2ccc3c(c2)O[C@H](CN(C)C(=O)Nc2ccccc2F)[C@@H](C)CN([C@H](C)CO)S3(=O)=O)cc1
[6] COc1ccc(NC(=O)C2CCN(S(=O)(=O)c3cccc4nonc34)CC2)c(OC)c1
[7] Cc1ccc(S(=O)(=O)CCC(=O)OCc2cc(=O)oc3cc(C)ccc23)cc1
[8] COc1ccc(S(=O)(=O)NCCSCc2ccco2)cc1

entry no.,1,2,3,4,5,6,7,8
M5 ag,-3,1,-1,2,-1,-2,0,-2
M1 PAM parental,9,-8,-3,-6,-12,14,11,-7
TAAR1 ag,5,3,1,9,3,2,3,10
CRFBP-R2 block,17,-14,-14,7,19,14,1,-4
CRFR2-BP ag,-0.2,-0.4,-0.4,-0.8,-0.2,-0.1,-0.1,-4.8
M5 PAM,-4,-3,0,-1,-6,-1,1,-4
CHRM4 PAM,1,6,-6,-9,-6,1,-2,-1
TAAR1 antagonist,-5,7,-14,-5,-17,-6,2,4
CHRM5 antagonist,7,-3,1,6,16,8,-2,7

[9] CC(C)CC(NC(N)=O)C(=O)OCC(=O)NC(=O)NC1CCCC1 (stereo unspecified)
[10] COC(=O)[C@]12CCCCC=C1N(CCc1ccc(OC)c(OC)c1)C(=O)[C@H](CC(=O)NCCCN1CCCC1=O)C2
[11] Cc1c(C(=O)Nc2ccccc2F)sc2ncn(CC(=O)N3CCCCC3)c(=O)c12
[12] Cc1nn(C)c(Cl)c1/C=N/OC(=O)c1ccccc1
[13] CCOC(=O)CSc1nc2sc(C)c(C)c2c(=O)n1N
[14] Cc1ccccc1NC(=O)NCCc1ccc(Cl)cc1
[15] Cc1cc(-n2c(C)cc(C(=O)CN3C(=O)NC4(CCCC4)C3=O)c2C)no1
[16] CN(CC(=O)Nc1cccc(F)c1)C(=O)Cn1c(=O)oc2ccccc21

entry no.,9,10,11,12,13,14,15,16
M5 ag,1,2,5,-5,1,-2,-1,0
M1 PAM parental,-8,/,3,-10,13,13,9,-9
TAAR1 ag,8,4,6,0,3,-1,-1,2
CRFBP-R2 block,-23,/,11,1,-7,-2,1,0
CRFR2-BP ag,-2.3,/,6.9,-0.5,-0.9,1.4,-0.2,0.3
M5 PAM,0,-1,-3,2,1,-3,3,0
CHRM4 PAM,9,7,-7,-6,23,4,14,-3
TAAR1 antagonist,-3,1,-16,-3,3,13,7,-6
CHRM5 antagonist,-3,-1,-4,7,6,-2,-16,14

[17] CCOC(=O)C1=C(C)OC(=Cc2ccc(OC)cc2)C1=O
[18] COc1ccc(CN2CCC(CO)(Cc3cccc(C(F)(F)F)c3)CC2)cc1Cn1cccn1
[19] CC1(C)CC(=O)C=C(Nc2ccc(Cl)cc2)C1
[20] O=C(c1ccco1)N1CCN(Cc2cc(=O)c(OCc3c(F)cccc3Cl)co2)CC1
[21] O=C(c1ccccc1)N(Cc1ccc2c(c1)OCO2)Cc1nc2ccccc2c(=O)[nH]1
[22] COc1ccc(CCNC(=O)CCNS(=O)(=O)c2cccc3nsnc23)cc1OC
[23] CC(=O)Nc1ccc2c(c1)nc(CCN1CCOCC1)n2C
[24] CCOC(=O)C1=C(C)OC(N)=C(C#N)C1c1ccccc1 (stereo unspecified)

entry no.,17,18,19,20,21,22,23,24
M5 ag,-1,-12,-4,0,-1,2,4,-3
M1 PAM parental,4,10,5,5,16,10,13,12
TAAR1 ag,1,5,9,0,10,16,0,5
CRFBP-R2 block,33,-18,0,2,8,-4,16,-6
CRFR2-BP ag,-0.8,-0.2,1.5,2.1,-0.6,0.2,-0.3,-6.2
M5 PAM,-1,-15,-1,4,-2,2,3,4
CHRM4 PAM,5,-33,5,5,2,15,2,6
TAAR1 antagonist,-24,2,-2,-15,0,-6,-16,-1
CHRM5 antagonist,1,17,5,-6,-3,-8,0,3

[25] CCCS(=O)(=O)NC(=O)C1(C)CCN(C(=O)c2cccc(C(F)(F)F)c2)C1 (stereo unspecified)
[26] COc1cc(Cl)c(S(=O)(=O)N2CCN(Cc3ccc4c(c3)OCO4)CC2)cc1Cl
[27] O=C(NCc1ccccc1)N1CCN(c2ccccc2F)CC1
[28] FC(F)(F)Oc1ccc(Nc2nc3ccccc3o2)cc1
[29] N#C/C(=C/c1cccc([N+](=O)[O-])c1)c1nnc2n1CCCCC2
[30] COC(=O)c1ccccc1NC(=O)CN(C)S(=O)(=O)c1cc(C)ccc1OC
[31] C=CCn1c(=S)[nH]c2cc(C(=O)Nc3ccc(F)cc3)ccc2c1=O
[32] O=C(c1ccc2c(=O)n(CCc3ccccc3)c(=O)[nH]c2c1)N1CCN(c2ccccc2)CC1

entry no.,25,26,27,28,29,30,31,32
M5 ag,1,-3,-1,-5,0,-5,6,-4
M1 PAM parental,-5,15,10,13,22,24,6,-3
TAAR1 ag,0,-2,6,6,0,4,18,/
CRFBP-R2 block,/,10,13,-6,-20,-6,9,-13
CRFR2-BP ag,/,2.2,-0.3,1.3,-2.1,-0.9,1.4,0.4
M5 PAM,-1,1,-5,-9,2,-3,-10,-4
CHRM4 PAM,3,5,-7,-9,5,1,-2,-3
TAAR1 antagonist,-5,-30,-1,40,-17,-4,62*,/
CHRM5 antagonist,0,0,5,3,-4,-7,12,4

[33] COc1ccccc1NC(=O)C1C2CCCCC21 (stereo unspecified)
[34] Cc1c(C)c2ccc(OCC(=O)N3CCN(c4cccc(Cl)c4)CC3)cc2oc1=O
[35] Cc1c(C(=O)/C=C/N(C)C)nnn1-c1ccc(Cl)cc1Cl
[36] COc1cccc(C(=O)N/N=C/c2ccc(OC3CSC3)cc2)c1
[37] CC(C)(C)NC(=O)C(c1ccc(C(F)(F)F)cc1)n1c(=O)c(-c2ccccc2)nc2ccccc21 (stereo unspecified)
[38] Nc1ccc(Sc2ccccc2)nc1
[39] CC1CCN(C(=S)NC2CCCCC2)CC1
[40] Clc1ccc(-n2ncc3c(NCc4cccs4)ncnc32)cc1

entry no.,33,34,35,36,37,38,39,40
M5 ag,-2,0,0,-3,-4,4,-9,0
M1 PAM parental,19,8,12,4,/,-12,3,27
TAAR1 ag,-1,2,1,4,2,1,12,3
CRFBP-R2 block,-6,2,2,-18,/,8,1,-36
CRFR2-BP ag,-0.2,-1.4,4.5,-1.7,/,-0.8,0.0,2.0
M5 PAM,-1,5,0,5,3,1,-2,-1
CHRM4 PAM,9,-3,-8,9,-2,-10,6,15
TAAR1 antagonist,-1,2,-21,6,-19,-15,-2,1
CHRM5 antagonist,-5,-1,12,0,-14,3,-5,-4

[41] Cc1cc(C)c(S(=O)(=O)Oc2ccccc2[N+](=O)[O-])c(C)c1
[42] O=C(CSc1nc(=O)n2ccccc2n1)N1CCN(c2ccccc2)CC1
[43] Cc1cc(C)c(S(=O)(=O)N2CCCCC2CCNC(=O)C(=O)NCc2cccnc2)c(C)c1 (stereo unspecified)
[44] O=c1c2c3c(sc2nc2n1CCC2)CCCCC3
[45] CC1(C(=O)Nc2ccc3c(c2)OCO3)CCN1C(=O)CCc1cccs1 (stereo unspecified)
[46] NC(=O)C1(N2CCCCC2)CCN(C(=O)Nc2ccccc2C(F)(F)F)CC1
[47] O=C(Nc1ccc(Br)cc1Cl)N1CCOCC1
[48] CCN(C(=O)c1cnc(OC)cc1C(F)(F)F)c1ccc(Cl)cc1

entry no.,41,42,43,44,45,46,47,48
M5 ag,-5,2,-3,-8,-1,/,0,-3
M1 PAM parental,18,-24,-8,-8,14,/,33,8
TAAR1 ag,3,1,0,-1,4,2,4,0
CRFBP-R2 block,3,1,8,12,/,-22,-13,-12
CRFR2-BP ag,2.9,2.0,-0.1,-1.5,/,-0.4,-0.6,-1.2
M5 PAM,-4,-4,-1,5,0,/,6,-24
CHRM4 PAM,-3,6,1,-1,2,/,-1,-34
TAAR1 antagonist,32,-7,3,-18,-3,11,-2,-41
CHRM5 antagonist,22,1,2,12,4,/,-7,21

[49] O=C(O)CCCNC(=O)/C(=C\c1ccccc1F)NC(=O)c1ccccc1
[50] Cc1ccc(S(=O)(=O)N2CCN(C(=O)COC(=O)Cc3cccc(C(F)(F)F)c3)CC2)c(C)c1
[51] O=C(COc1cccc(F)c1)NNC(=O)c1cccc(-n2cccc2)c1
[52] COc1ccc(C(=O)NCC(c2ccco2)N2CCOCC2)cc1 (stereo unspecified)

entry no.,49,50,51,52
M5 ag,0,2,-3,2
M1 PAM parental,27,-12,0,4
TAAR1 ag,10,6,2,1
CRFBP-R2 block,-4,8,16,1
CRFR2-BP ag,0.6,1.3,0.1,-0.8
M5 PAM,12,2,6,4
CHRM4 PAM,9,-5,3,-3
TAAR1 antagonist,-16,5,-13,-25
CHRM5 antagonist,-8,4,-2,-2

Source: PubChem (several laboratories)
